# Screening data (PubChem)
# VLA-4 inh = inhibition in a human VLA-4 binding assay; 330,000 tested, 0.2% active; VLA-4 expressing cells, ligand binding flow cytometry; inhibition, % (about 7 µM as worked out from the volumes in the protocol); P13612; AID 2557; in the data active means inhibition above about 50%
# CIT2-GFP yeast = alters CIT2-GFP fluorescence in TOR pathway yeast screen. GFP response vs DMSO, % at 10 µM. AID 2029. S. cerevisiae CIT2-GFP strain, flow cytometry, 3 h; 100 means same as DMSO wells. 320,000 tested, 0.065% active;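 active means GFP response relative to DMSO above a set limit, near the screen mean plus 3 SD, cut at about 150% in these data; inconclusive means Fewer than 70 cells measured for a yeast strain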;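 further: ratio of well median GFP fluorescence to mean of DMSO wells on the plate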
# MEP2 TOR yeast = yeast TOR pathway MEP2-GFP modulation. S. cerevisiae MEP2-GFP strain, flow cytometry GFP, 3 h; 100% = DMSO control level. GFP response vs DMSO, % at 10 µM. 330,000 tested, 0.51% active;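 active means GFP response versus DMSO above a set limit, roughly screen mean plus 3 SD, cut at about 180% in these data; inconclusive means fewer than 70 cells counted for a yeast strain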;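 further: median GFP fluorescence of the barcode-gated MEP2-GFP cells per well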
# RPL19A-GFP yeast = alters RPL19A-GFP fluorescence in TOR pathway yeast screen; S. cerevisiae RPL19A-GFP strain, flow cytometry, 3 h; active compounds read low; 330,000 tested, 0.3% active; percent response vs DMSO, % at 10 µM;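 active means percent response vs DMSO below 50%; inconclusive means fewer than 70 events counted for the yeast strain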;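 further: median channel GFP fluorescence of the barcoded RPL19A-GFP strain; ratio of sample median GFP to plate DMSO average so 100% = DMSO; lower means less RPL19A-GFP as with rapamycin TOR inhibition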
# GRK2 inh = human GRK2 inhibition via aptamer displacement; 330,000 tested, 0.59% active; inhibition of aptamer binding, % at 10 µM; bead flow cytometry, FAM-aptamer displacement from GRK2; AID 488847; P25098;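 active means inhibition of aptamer binding above 40%, roughly 3 SD of noise, on plates passing a quality check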;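 further: median bead fluorescence of bound FAM aptamer so fluorescent compounds give negative values; no value below 0 was filed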
# Target sequence (P25098 whole entry, looked up): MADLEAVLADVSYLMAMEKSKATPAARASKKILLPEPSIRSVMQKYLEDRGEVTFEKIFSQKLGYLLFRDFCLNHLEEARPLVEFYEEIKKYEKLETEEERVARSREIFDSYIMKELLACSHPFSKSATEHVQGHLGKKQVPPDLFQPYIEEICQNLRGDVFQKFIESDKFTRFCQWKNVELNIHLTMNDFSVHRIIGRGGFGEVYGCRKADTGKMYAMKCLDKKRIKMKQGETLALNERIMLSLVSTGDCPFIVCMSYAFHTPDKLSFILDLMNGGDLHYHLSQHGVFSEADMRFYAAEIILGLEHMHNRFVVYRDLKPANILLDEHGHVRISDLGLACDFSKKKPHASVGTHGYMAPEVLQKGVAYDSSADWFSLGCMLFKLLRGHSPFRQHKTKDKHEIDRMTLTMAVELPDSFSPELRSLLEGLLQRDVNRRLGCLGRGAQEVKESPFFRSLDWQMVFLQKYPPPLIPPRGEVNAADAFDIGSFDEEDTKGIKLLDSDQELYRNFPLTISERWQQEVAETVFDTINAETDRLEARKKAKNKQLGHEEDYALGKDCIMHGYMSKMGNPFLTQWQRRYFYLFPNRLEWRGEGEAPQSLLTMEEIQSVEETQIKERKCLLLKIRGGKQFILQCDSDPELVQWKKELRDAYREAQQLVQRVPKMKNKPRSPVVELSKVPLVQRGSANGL
# GASC-1 inh = inhibitors of human GASC-1 (JMJD2C) demethylase; Q9H3R0; GST-JMJD2C(1-420) H3K9me3 demethylation, DELFIA europium; inhibition, % at 2.35 µM; 330,000 tested, 0.069% active; AID 2099;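 active means more than half of a compound's replicate wells show inhibition beyond 50%, single wells judged on their own value; inconclusive means some, but no more than half, of replicates pass 50% inhibition; inactive means no replicate passes 50% inhibition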;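 further: signal counts dimethyl H3K9 product captured on neutravidin plate; 0% = median of DMSO wells and 100% = 0.3 times that DMSO median; strong numbers were not always called active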
# AGP1-GFP MLPCN = modulators of TOR pathway AGP1-GFP in S. cerevisiae; 320,000 tested, 0.02% active; S. cerevisiae AGP1-GFP multiplex flow cytometry, 3 h; GFP as percent of DMSO wells; GFP response vs DMSO, % at 10 µM; AID 2066;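 active means GFP response relative to DMSO above a set limit, near screen average plus 3 SD, cut at about 150% in these data; inconclusive means fewer than 70 cells counted for the yeast strain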;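 further: median GFP channel fluorescence of the gated AGP1 strain per well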
# LAP4-GFP MLPCN = yeast TOR pathway LAP4-GFP modulation | S. cerevisiae LAP4-GFP multiplex, flow cytometry GFP, 3 h; median GFP as percent of DMSO wells | GFP response vs DMSO, % at 10 µM | 320,000 tested, 0.34% active | AID 2023;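 active means GFP response vs DMSO above a set limit, about the screen mean plus 3 SD, cut at about 150% in these data; inconclusive means under 70 cell events counted for the yeast strain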
# Numbers without * were called inactive; i = inactive; ? = inconclusive; nt = not tested or not shown; & = joins results of further samples.
# Order of values: VLA-4 inh	CIT2-GFP yeast	MEP2 TOR yeast	RPL19A-GFP yeast	GRK2 inh	GASC-1 inh	AGP1-GFP MLPCN	LAP4-GFP MLPCN
- CN(Cc1ccccc1)S(=O)(=O)c1ccccc1[N+](=O)[O-]
  -2	93	97	98	1	1	97	109
- COc1cccc(CNc2nc(-c3cccnc3)nc3ccccc23)c1
  7	89	99	93	0	8	98	99
- Cc1cc(NC(=O)CSCC(=O)N(C)Cc2ccc(Cl)cc2Cl)no1
  -2	99	99	100	0	5	109	108
- CCOC(=O)N1CCN(C(=O)C(C)N(c2ccccc2)S(C)(=O)=O)CC1 (stereo unspecified)
  16	104	98	94	0	8	99	98
- Cc1ccc(C(C(=O)NC(C)(C)C)N(Cc2cccs2)C(=O)c2csnn2)cc1 (stereo unspecified)
  -20	102	105	102	1	0	106	99
- COc1ccc(CCNC(=O)COC(=O)/C=C/c2ccc(OCC#N)c(OC)c2)cc1
  21	99	101	103	2	-2	99	90
- O=C(CC1CC2CCC1C2)N1CCN(S(=O)(=O)c2ccccc2F)CC1 (stereo unspecified)
  2	88	90	90	1	nt	93	94
- COC(=O)C(N)Cc1ccc(O)c(O)c1 (stereo unspecified)
  -2	111	112	101	3	3	114	99
- CCCCCCN1C2=NCCN2c2ccccc21
  -1	101	101	98	0	-3	98	102
- COc1cc(-c2noc(C)c2C#CC2(O)CCCCC2)cc(OC)c1OC
  19	67	91	97	0	10	81	106
- Cn1c(SCC(=O)Nc2ccc3c(c2)n(C)c(=O)n3C)nnc1-c1ccncc1
  3	112	99	102	0	nt	100	92
- COc1ccc(N2CCCn3c2nc2c3c(=O)n(CCN3CCOCC3)c(=O)n2C)cc1
  8	102	101	96	0	-6	100	95
- CC(C(=O)NCC1CCCO1)N(C(=O)c1snc(C(N)=O)c1N)c1ccccc1 (stereo unspecified)
  i	107	98	102	2	-7	103	96
- COc1ccc(CCNC(=O)C2CCN(S(=O)(=O)c3cnc[nH]3)CC2)cc1OC
  -8	nt	106	105	0	-3	106	94
- CCOC(=O)C1C(=O)CC(C)(O)C(C(=O)OCC)C1c1ccco1 (stereo unspecified)
  1	83	93	88	0	29	92	83
- Nc1ccc(C(=O)N/N=C2\CCCc3c2[nH]c2ccccc32)cc1
  11	100	103	100	1	6	104	102
- O=C(Cc1ccccc1)Nc1ccc(NC(=O)c2ccco2)cc1Cl
  4	112	103	104	0	-6	103	95
- COCCCNCCOCCOc1ccc(C)cc1Br
  5	110	118	100	100*	-184	101	99
- CCC(C)NC(=O)CC1Oc2ccc(Cl)cc2NC1=O (stereo unspecified)
  8	100	101	101	0	6	104	107
- COc1cc(CN2CCN(C(=O)CC(C)C)CC2)cc(OC)c1OC
  0	97	90	88	0	32	92	89
- CN1CC2=Cc3ccccc3OC23Oc2ccccc2C=C3C1
  1	102	99	101	0	20	101	107
- Cc1cc(C)nc(SCCS(=O)Cc2ccc(Cl)cc2)n1 (stereo unspecified)
  11	103	118	96	0	3	26	98
- CC(C)[C@H](N)c1cn([C@@H](CO)C(=O)N2CCNCC2)nn1
  32	111	101	102	4	19	96	111
- O=C(Cc1cc(=O)[nH][nH]1)N/N=C/c1c(Cl)cccc1Cl
  -18&-2	107&91	109&103	103&100	0&0	16&-8	102&105	100&119
- N#Cc1cccc(NC(=O)CC2CCCCC2)c1
  15	100	111	104	4	2	106	103
- Cc1ccc(CN2C(=O)CCC2C(=O)NCc2ccco2)cc1 (stereo unspecified)
  7	111	109	106	0	-5	110	112
- O=C(Nc1ccc(F)cc1)C1CC(=O)n2cnnc2N1 (stereo unspecified)
  23	105	120	100	0	0	107	115
- COC(=O)c1ccc2c(c1)C(=O)/C(=C/c1ccc(O)cc1)O2
  -29	79	94	97	1	-16	94	106
- Fc1ccccc1/C=N/n1c(C2CCCCC2)n[nH]c1=S
  -2	100	97	102	1	4	91	87
- O=C(NCCc1ccccc1)c1cc(-c2ccc3c(c2)OCO3)on1
  0	114	91	106	0	-2	103	88
- CNc1nc(-c2ccccc2)nnc1C(F)(F)F
  -5	nt	102	103	2	6	100	108
- Cc1ccc(NC(=O)N2Cc3ccccc3CC2C(=O)NC(C)(C)C)cc1 (stereo unspecified)
  32	114	112	104	3	-5	116	101
- CNC(=O)c1sc(-c2ccc(Cl)cc2)nc1C
  2	102	114	100	0	8	95	116
- O=C(Cc1c(F)cccc1Cl)N1CCCC1
  9	104	101	101	0	5	100	102
- O=C(CN1CCN(Cc2ccc(F)cc2)CC1)Nc1ccccc1F
  14	96	100	97	1	8	97	89
- O=C(Nc1cccc(Cl)c1N1CCCCC1)c1ccc2c(c1)OCCO2
  10	113	107	97	0	-6	108	104
- Cc1ccc2nc(SCc3nc4cc(Cl)ccc4c(=O)[nH]3)[nH]c2c1
  -3	104	100	109	1	-12	97	106
- Cc1cc(C(=O)N2CCN(c3ncccc3C#N)CC2)no1
  1	96	107	102	2	7	113	114
- CCOc1ccc(N(C(C)C(=O)N2CCCCCC2)S(C)(=O)=O)cc1 (stereo unspecified)
  11	103	102	104	0	5	102	92
- COc1ccc(Nc2ccncc2[N+](=O)[O-])cc1
  4	100	97	100	4	-10	97	96
- CCOCCc1nnc(NC(=O)Cc2ccc(Br)cc2)s1
  -4	101	100	98	0	6	101	97
- COc1ccc(OC)c(C2=NOC(C(=O)Nc3cc(C)on3)C2)c1 (stereo unspecified)
  3	84	102	99	0	5	87	96
- Cc1ccc(C(C)C)cc1S(=O)(=O)NC1CC(C)(C)NC(C)(C)C1
  -12	98	102	103	0	1	101	102
- O=C(COC(=O)c1ccco1)Nc1nnc(-c2ccccc2)o1
  8	98	100	96	3	-2	95	99
- Cn1c(NC(=O)c2ccccc2F)cc(=O)n(C)c1=O
  41	98	108	93	4	10	100	98
- Cc1ccc(C(=O)COC(=O)CCc2ccc(S(=O)(=O)N3CCCCC3)cc2)cc1
  0	99	100	99	1	-5	101	89
- CC(=O)N1CCN(S(=O)(=O)c2cccc(C(=O)NC3CCCc4ccccc43)c2)CC1 (stereo unspecified)
  9	108	103	93	0	24	102	99
- CSc1nc2nc(C)c(C/C=C/c3ccccc3)c(=O)n2[nH]1
  1	88	93	89	3	1	nt	91
- CCOc1ccc(S(=O)(=O)N2CCOCC2)cc1NC(=O)C1CSC2(C)CCC(=O)N12 (stereo unspecified)
  3	113	98	98	6	7	122	109
- COc1cc(-c2ccc3oc(-c4cccc(C)c4)c(C#CC4(O)CCCCC4)c3c2)cc(OC)c1OC
  -39	103	120	97	0	-6	99	117
- Cc1cc[n+](-c2ccccc2)c2ccccc12
  -3	91	102	103	11	6	99	100
- Cc1ccc(NC(=S)NNc2ccc(C(=O)O)cc2[N+](=O)[O-])cc1C
  4	93	99	97	2	-14	101	101
- CCC1Sc2ccc(S(=O)(=O)CCC(=O)NCc3ccc(C)o3)cc2NC1=O (stereo unspecified)
  2	108	99	100	20	-1	105	104
- COCCCNc1nc2ccccc2nc1NS(=O)(=O)c1cccc(Cl)c1
  -7	100	105	100	1	2	100	106
- Cn1cc([N+](=O)[O-])c(C(=O)Nc2ccc(-c3nc4ccccc4[nH]3)cc2)n1
  5	92	106	102	1	-4	101	100
- COc1ccc(Nc2ccc(Cl)cc2)c(C(=O)O)c1
  -15	102	104	105	1	-11	91	103
- CCOC(=O)N1CCN(C(=O)CSCC(=O)Nc2nc(-c3cccs3)cs2)CC1
  8	109	100	101	2	10&1	104	92
- Cc1ccc(-c2cn(-c3ccccc3)c(SCC(=O)NC3CCS(=O)(=O)C3)n2)cc1C (stereo unspecified)
  5	98	107	104	0	-9	98	97
- CCOc1ccc(S(=O)(=O)N2CCC(C(=O)NC3CC3)CC2)cc1Cl
  7	111	110	111	2	9	107	92
- Cc1ccc(C2CC(c3ccc(Cl)cc3)=NNC2=O)cc1 (stereo unspecified)
  -4	82	103	96	2	-6	98	104

# Rewritten as comma-separated lines: 4 of the compounds above.
SMILES,VLA-4 inh,CIT2-GFP yeast,MEP2 TOR yeast,RPL19A-GFP yeast,GRK2 inh,GASC-1 inh,AGP1-GFP MLPCN,LAP4-GFP MLPCN
Cc1cc[n+](-c2ccccc2)c2ccccc12,-3,91,102,103,11,6,99,100
Cc1ccc(NC(=S)NNc2ccc(C(=O)O)cc2[N+](=O)[O-])cc1C,4,93,99,97,2,-14,101,101
CCC1Sc2ccc(S(=O)(=O)CCC(=O)NCc3ccc(C)o3)cc2NC1=O (stereo unspecified),2,108,99,100,20,-1,105,104
COCCCNc1nc2ccccc2nc1NS(=O)(=O)c1cccc(Cl)c1,-7,100,105,100,1,2,100,106

# 5 entries from above, ordered by molar mass, lowest first:
# Order of values: VLA-4 inh	CIT2-GFP yeast	MEP2 TOR yeast	RPL19A-GFP yeast	GRK2 inh	GASC-1 inh	AGP1-GFP MLPCN	LAP4-GFP MLPCN
- Cc1cc[n+](-c2ccccc2)c2ccccc12
  -3	91	102	103	11	6	99	100
- CSc1nc2nc(C)c(C/C=C/c3ccccc3)c(=O)n2[nH]1
  1	88	93	89	3	1	nt	91
- CCC1Sc2ccc(S(=O)(=O)CCC(=O)NCc3ccc(C)o3)cc2NC1=O (stereo unspecified)
  2	108	99	100	20	-1	105	104
- Cc1ccc(C(=O)COC(=O)CCc2ccc(S(=O)(=O)N3CCCCC3)cc2)cc1
  0	99	100	99	1	-5	101	89
- CC(=O)N1CCN(S(=O)(=O)c2cccc(C(=O)NC3CCCc4ccccc43)c2)CC1 (stereo unspecified)
  9	108	103	93	0	24	102	99

# Carrying on.
# Order of values: VLA-4 inh	CIT2-GFP yeast	MEP2 TOR yeast	RPL19A-GFP yeast	GRK2 inh	GASC-1 inh	AGP1-GFP MLPCN	LAP4-GFP MLPCN
- CCCCCCn1c(N2CCN(c3ccccc3)CC2)nc2c1c(=O)n(C)c(=O)n2C
  -12	93	107	101	2	-4	104	104
- CN1C(=O)CC2(CC(=O)N(Cc3ccccc3)C2)C1=O (stereo unspecified)
  4	101	102	103	0	3	105	104
- O=C(NC1=NCCS1)c1sc2ccccc2c1Cl
  -1	92	99	90	7	-5	90	120
- CS(=O)(=O)N1CCN(C(=O)c2ccccc2)C1
  9	94	99	97	4	53	94	94
- CCOc1ccc(-c2nc(CSc3nnc(N)s3)cs2)cc1OC
  -5	?	?	?	4	0	?	?
- Cc1cc(C)cc(N(CCC#N)C(=O)COC(=O)c2ccccc2SCC(=O)N2CCCC2)c1
  -6	89	100	108	6	-1	84	90
- CCOC(=O)Cn1c(=O)oc2cc(S(=O)(=O)NC3CCCc4ccccc43)ccc21 (stereo unspecified)
  18	106	102	99	3	-13	102	98
